Source: PubChem BioAssay (Sanford-Burnham Center for Chemical Genomics)
Hsp70 displacement – Hsp70 inhibitors, probe displacement, primary screen, biochemical, fluorescence polarization (AID 583); Hsp70 fluorescence polarization probe displacement, mP; higher % means a stronger effect; Heat shock 70 kDa protein 1A (Homo sapiens); actives 0.06% (n = 140,000); displacement, % at 20 µM, or IC50 in µM where a hit was titrated; in the data active means displacement above about 50%;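 further: plate controls were vehicle for no effect and reference ligand for full effect; a part of the inactive calls stands beside numbers as strong as those of hits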
MKP-3 inhibition – MKP-3 phosphatase inhibitors, primary screen, biochemical, rat enzyme, in vitro (AID 425); inhibition, % at 20 µM, or IC50 in µM where a hit was titrated; actives 0.17% (n = 110,000); Dual specificity protein phosphatase 6 (Rattus norvegicus); recombinant MKP-3 phosphatase activity, fluorescence; higher % means a stronger effect; in the data active means inhibition above about 50%;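 further: plate controls were vehicle for no effect and reference inhibitor for full effect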
An asterisk follows results filed as active; / = not tested or not shown; & = joins results of further samples. Not all compounds are listed. The share of hits here may be higher or lower than overall.

no.	mol	MKP-3 inhibition	Hsp70 displacement
1	C=CCC1(C#N)C(=S)NC2=C(C(=O)CC(C)(C)C2)C1c1ccccc1 (stereo not given)	2.5%	2.8%
2	CCOC(=O)C1=C(CC)NC2=C(C(=O)CCC2)C1c1cc(OC)ccc1OC (stereo not given)	-5.2%	3.7%
3	O=C(Nc1ccc(S(=O)(=O)Nc2nccs2)cc1)c1ccc2ccccc2c1	-1.5%	-0.5%
4	CC(C)c1ccccc1OCC(=O)Nc1cccc(C(=O)O)c1	3.0%	2.7%
5	CCCNC(=O)CS(=O)(=O)Cc1nc(-c2ccccc2C)oc1C	-9.2%	3.4%
6	Cc1cccc(-n2nc(C)cc2N)c1	/	5.2%
7	O=C(CN1C(=O)/C(=C/c2ccccc2)SC1=S)Nc1nccs1	3.2%	-3.6%
8	O=C1/C(=C\c2cccnc2)SC(=S)N1c1cccc(C(F)(F)F)c1	1.1%	0.7%
9	CCCOc1ccc(C(=O)Nc2scc(-c3ccc(F)cc3)c2C(=O)OC)cc1	-0.4%	3.4%
10	CCCCC1S/C(=N/N=C/c2ccc(OC)cc2)N(Cc2ccc(OC)cc2)C1=O (stereo not given)	/	-2.8%
11	C=CCn1c(SCn2nnc3ccccc3c2=O)nc2scc(-c3cccs3)c2c1=O	4.6%	0.5%
12	Cn1ncc(Cl)c1C(=O)Nc1ccncc1	/	-4.5%
13	C=CCn1c(=O)c2c3c(sc2n2c(Nc4ccccc4)nnc12)CCCC3	/	-2.4%
14	O=c1c2ccccc2cnn1-c1nc2ccccc2s1	-8.5%	9.2%
15	O=C(NC(=S)Nc1ccc2oc(-c3cccnc3)nc2c1)c1ccc(Cl)cc1	-6.8%	3.3%
16	CCS(=O)(=O)N1CCC(C(=O)NCCCN2CCCC2)CC1	4.8%	0.6%

Sorted by molar mass (highest first): some entries from above.
no.	mol	MKP-3 inhibition	Hsp70 displacement
9	CCCOc1ccc(C(=O)Nc2scc(-c3ccc(F)cc3)c2C(=O)OC)cc1	-0.4%	3.4%
15	O=C(NC(=S)Nc1ccc2oc(-c3cccnc3)nc2c1)c1ccc(Cl)cc1	-6.8%	3.3%
13	C=CCn1c(=O)c2c3c(sc2n2c(Nc4ccccc4)nnc12)CCCC3	/	-2.4%

The results go on:
no.	mol	MKP-3 inhibition	Hsp70 displacement
17	O=C1C2ON(c3ccccc3)C(c3ccc(OC(F)F)cc3)C2C(=O)N1c1ccccc1C(F)(F)F (stereo not given)	0.9%	2.0%
18	COc1ccc(-c2cc(C(=O)Nc3ccccc3Cl)c3ccccc3n2)cc1	-2.6%	6.9%
19	CC1(C)CC(n2c(=O)c3c(n4cnnc24)-c2ccccc2CC32CCCCC2)CCO1 (stereo not given)	2.3%	0.7%
20	COc1ccc(CN2C(=O)c3ccccc3C2C(=O)NC2CCCC2)c(OC)c1 (stereo not given)	-10.7%	-2.3%
21	O=C(O)c1ccccc1C(=O)OCCCCOC(=O)c1ccccc1C(=O)O	-1.7%	8.2%
22	c1ccc(CCn2nnnc2C(c2cccnc2)N2CCN(c3ccccc3)CC2)cc1 (stereo not given)	-6.2%	1.6%
23	Cc1cccc(N2CCN(C(=O)c3cc4c(C)nc5ccccc5c4o3)CC2)c1C	-7.6%	4.2%
24	CCOC(=O)c1c(NC(=O)CSc2nnc(-c3ccncc3)n2Cc2ccco2)sc(C(C)=O)c1C	/	0.4%
25	Cn1c(=O)c2c(ncn2CC(=O)Nc2ccc(N3CCOCC3)cc2)n(C)c1=O	/	-2.5%
26	CC1=CC(C)(C)N(C(=O)c2ccccc2)c2ccccc21	-8.2%&0.3%	2.5%&-3.1%
27	Cc1ccc(OCC(=O)Oc2ccc(Cl)cc2C)cc1C	-6.7%	-1.3%
28	CN(C)Cc1nc2ccccc2c(=O)n1Cc1nc(-c2cc3ccccc3o2)cs1	-2.3%	-0.9%
29	CC(=O)N(/N=C1\Sc2ccccc2C1=O)c1ccc(C)cc1C	/	10.6%
30	CCc1ccc(OCc2nc(-c3ccccn3)no2)c(Br)c1	-2.3%	6.1%
31	Cc1ccc(C23CC4CC(CC(C(=O)N5CCCC5)(C4)C2)C3)cc1	2.2%	-5.6%
32	COc1ccccc1CN1C(=O)[C@@H]2C(CC(N)=O)NC3(C(=O)Nc4c3ccc(Cl)c4C)[C@@H]2C1=O (stereo not given in full)	1.6%	1.0%
33	COC(=O)C1=C(C(=O)OC)SC2(S1)C(c1ccccc1)=CSC(C(=O)OC)=C2C(=O)OC	1.7%	-0.6%
34	Cc1noc(C)c1COc1ccc(C(=O)OCC(=O)NC(=O)C2COc3ccccc3O2)cc1 (stereo not given)	-3.9%	-0.9%
35	CCCCn1nc(C(=O)N[C@@H](CCSC)c2nc3ccccc3[nH]2)c2ccccc2c1=O	/	4.0%
36	O=c1oc2cc(OCc3ccc([N+](=O)[O-])cc3)ccc2c2c1CCC2	1.8%	-3.2%
37	C/C(N)=C(/C#N)C(=O)COC(=O)c1cc(C)n(-c2ccc(F)cc2)c1C	0.0%	1.1%
38	CCOC(=O)c1c(NC(=O)C2CCCCC2)sc2c1CCC2	-2.2%	2.2%
39	CS(=O)(=O)N1CCC(NC(=O)Cc2ccccc2)CC1	-5.5%	5.3%
40	C=CCOn1c(=O)c(C)[n+]([O-])c2ccccc21	1.0%&-3.3%	3.8%&-2.3%
41	Cn1c(=O)c2c(ncn2CC(=O)N(Cc2ccccc2)c2ccccn2)n(C)c1=O	-15.0%	0.2%
42	CC(C)(C)OC(=O)N1CCC[C@H]1c1nnc(SCc2ccc(Cl)cc2Cl)o1	-3.9%	-2.3%
43	Cc1nn(Cc2ccccc2)c(C)c1NC(=O)CSc1nc2sc3c(c2c(=O)n1C)CCC3	-5.6%	-1.9%
44	O=C(Nc1cc(Cl)cc(Cl)c1)C(NCCO)c1ccccc1 (stereo not given)	/	-5.6%
45	O=C(Nc1nc(-c2ccc(-c3ccccc3)cc2)cs1)C1CC1	0.8%	-0.7%
46	CCCCN1C(=O)/C(=C\c2ccco2)SC1=S	-1.2%	6.7%
47	COc1cccc(NC(=O)CN2CCN(c3nc(-c4cccc(OC)c4)cs3)CC2)c1	/	-3.4%
48	O=C1c2ccccc2NC(c2ccc(Cl)c(Cl)c2)N1Cc1ccccc1 (stereo not given)	6.3%	1.9%
49	CCOC(=O)Cc1c(C)nc2c(-c3ccccc3)c(-c3ccccc3)[nH]n2c1=O	/	2.1%
50	CCCCNC(=O)Cn1nc(C(F)(F)F)cc1C	-0.6%	1.9%
51	NC(=S)N/N=C/c1cc2c(cc1[N+](=O)[O-])OCO2	0.3%	-2.0%
52	CCC(CC)c1nnc(NC(=O)CCN2C(=O)c3ccccc3C2=O)s1	/	0.6%
53	COc1ccc(C)cc1NC(=O)Cn1cnc2sc(C)c(S(=O)(=O)N3CCOCC3)c2c1=O	2.4%	1.7%
54	O=S(=O)(NC(=S)c1ccccc1)c1ccc(I)cc1	1.1%	-1.8%
55	COc1ccc2oc(=O)c(C(=O)Nc3cccc(Cl)c3)cc2c1	-0.2%	3.1%
56	CC1CCCC(NC(=O)c2n[nH]c(=O)c3ccccc23)C1C (stereo not given)	-4.3%	-3.9%
57	CC1(C)CC(=O)C2=C(C1)N(CCN1CCOCC1)C1=C(C(=O)CC(C)(C)C1)C2c1ccc(Cl)cc1	9.9%	6.3%
58	O=C(/C=C/c1ccc(Cl)cc1)Nc1cccc2ccccc12	0.4%	-0.2%
59	Cc1cccc(N2C(=O)NC(=O)/C(=C\c3ccc(O)c(Cl)c3)C2=O)c1	-3.9%	5.5%
60	CC1=C(C(=O)OCC(C)C)C(c2ccsc2)C2=C(CCCC2=O)N1 (stereo not given)	5.0%	-10.5%
61	COC(=O)[C@H](CCSC)NC(=O)Nc1ccc(C)cc1	-0.3%	-3.0%
62	COc1ccc(C(=O)OCC(=O)c2ccccc2)cc1S(=O)(=O)N1CCOCC1	/	-3.4%
63	COc1ccc(-c2cc(=O)c3ccccc3n2C)cc1	/	0.9%
64	O=C1c2ccc([N+](=O)[O-])cc2C(=O)N1Cc1ccc(Cl)cc1Cl	3.3%	1.1%
65	Cc1cccc(NC2SC(=O)N(CC(=O)O)C2=O)c1 (stereo not given)	/	2.2%
66	COc1ccccc1C(=O)Oc1cc(N)n(S(=O)(=O)c2ccc(C)cc2)n1	6.5%	-0.5%
67	Cc1cc(=O)oc2ccc(OCc3ccccc3)cc12	4.3%	-4.6%
68	CCc1ccccc1NC1=C(Cl)C(=O)N(c2ccc(OC)cc2)C1=O	0.7%	-1.6%
69	COc1ccc(C(=O)Nc2nc(N)n(-c3ccccc3)n2)cc1OC	-1.7%	-0.7%
70	O=C(Cc1cc(=O)[nH]c(=O)[nH]1)NCCN1CCOCC1	-4.1%	5.5%
71	Cc1ccc2c(c1)[nH]c1c(=O)n(Cc3ccccn3)cnc12	-1.8%	-1.1%
72	O=C(c1cc2ccccc2oc1=O)N(Cc1cccs1)C1CCS(=O)(=O)C1 (stereo not given)	-15.4%	-0.7%

Next section.
no.	mol	MKP-3 inhibition	Hsp70 displacement
73	CN1C(=O)/C(=N/OC(=O)c2ccccc2F)c2ccccc21	3.7%	-0.4%
74	CC1(C)C2CCC1(CS(=O)(=O)N1CCOCC1)C(=O)C2 (stereo not given)	/	-3.3%
75	Cc1ccc(C)c(N2CCN(C(=O)Cn3cccc3)CC2)c1	-4.4%	-1.3%
76	CC1CN(C(c2cccs2)c2sc3ncnn3c2O)CC(C)O1 (stereo not given)	-7.5%	1.6%
77	O=C(Nc1ccccc1N1CCN(c2ccccc2)CC1)C1CCCCC1	-7.6%	-0.8%
78	O=C(c1cc(-c2ccco2)on1)N1CCCc2ccccc21	7.0%	-4.0%
79	CCOc1ccc(NC(=O)C2CCN(c3nnnn3-c3ccccc3)CC2)cc1	/	-5.2%
80	CCCN1CCC(N(C)CCc2ccc(OC)c(OC)c2)CC1	-6.7%	3.8%
81	Clc1ccc(-c2cnc3n2CCC3)cc1	/	-1.5%
82	Cc1cc(C)n(C(=O)COc2ccc(Br)cc2)n1	2.1%	0.5%
83	COc1ccc(-c2ccc(=O)n(CC(=O)Nc3nnc(C(C)C)s3)n2)cc1OC	/	1.2%
84	CCNc1ccc2noc3c2c1C(=O)c1ccccc1-3	4.2%	71.6%&93.8%
85	CCOC(=O)c1cn(CC)c2ccc(S(=O)(=O)N3CCC(C)CC3)cc2c1=O	-7.3%	2.3%
86	COCCNC(=O)CSc1nc2ccc(N3CCOCC3)cc2c(=O)n1CCc1ccccc1	-2.9%	-1.9%
87	CN1CCN(S(=O)(=O)c2ccc(SCCOc3ccccc3)nc2)CC1	-5.2%	3.4%
88	O=C(Oc1c(Cl)cc(Cl)c2cccnc12)N1CCOCC1	-9.2%	-2.5%
89	CCNc1nc(C)nc2c1oc1ccccc12	-2.8%	-0.3%
90	O=C(O)COCCN1CCN(C(c2ccccc2)c2ccc(Cl)cc2)CC1 (stereo not given)	/	4.5%
91	Cc1ccc(CNC(=O)C(=O)NCc2cccnc2)cc1	-1.6%	4.6%
92	CC(C)(C)n1nnnc1C(c1ccc(Cl)cc1)N1CCCc2ccccc21 (stereo not given)	/	-0.2%
93	CCOC(=O)C(NCCCCl)c1ccccc1 (stereo not given)	/	-0.6%
94	CSCCC(NC(=O)COc1ccccc1)C(=O)N1CCN(c2ccccc2F)CC1 (stereo not given)	-10.2%	1.4%
95	Cc1cn(C2OC(COC(=O)c3ccccc3)C(O)C2O)c(=O)[nH]c1=O (stereo not given)	-4.1%	-4.0%
96	O=C(O)CSc1ncn[nH]1	-5.7%	2.1%
97	O=C(NC1CC1)C1C2C3C4CC5C3C5C4C12 (stereo not given)	1.2%	2.9%
98	Cc1ccc(S(=O)(=O)N(Cc2ccccc2)c2ccccc2C(=O)NCc2cccnc2)cc1	-0.2%	1.2%
99	Cc1nc(N)sc1-c1csc(Nc2ccc(S(N)(=O)=O)cc2)n1	3.5%	9.0%
100	Cc1ccc(N/C=C2/CNC(=O)NC2=O)cc1	1.2%	-2.8%
101	Cc1ccc(Cn2nnc3c(=O)[nH]c(C4CCN(C(=O)c5cccs5)CC4)nc32)cc1	-2.4%	1.9%
102	COc1cc(/C=C2\SC(N3CCCC3)=NC2=O)cc(OC)c1OC	2.7%	-2.1%
103	CCCC1CCc2c(sc(NC(=O)OCC)c2C#N)C1 (stereo not given)	/	3.1%
104	COc1cccc(C(=O)NCC(c2cccnc2)N2CCN(c3ccccc3OC)CC2)c1 (stereo not given)	-9.7%	-3.2%
105	CCn1cc(C(=O)NN)c(=O)c2cc(F)c(N3CCOCC3)cc21	2.7%	-1.1%
106	COc1ccc(S(=O)(=O)N(C)CC(=O)N2CCCCCC2)cc1OC	-1.6%	0.6%
107	COc1ccc(CCNc2ncnc3c2oc2ccccc23)cc1OC	-7.0%	1.9%
108	CCOC(=O)C1CCN(C(=O)Nc2ccc3nc(-c4ccco4)c(-c4ccco4)nc3c2)CC1	/	34.8%
109	CCOc1ccc(/C=C2\C(=O)NC(=O)N(c3cccc(Cl)c3)C2=O)cc1Cl	0.9%	3.3%
110	CCN(CC)CCN1C(=O)C(=O)/C(=C(/O)c2ccc(OC(C)C)cc2)C1c1ccncc1 (stereo not given)	-2.9%	-6.6%
111	CCOc1ccc(-n2c(=O)c3sccc3n(CC(=O)NCc3ccco3)c2=O)cc1	-0.8%	0.4%
112	COc1ccc(Cn2c3nc4ccccc4nc3c3c(=O)n(Cc4ccco4)cnc32)cc1	2.5%	-6.0%
